# High-throughput results from PubChem.
# HSF-1 act – increases HSF-1 driven luciferase reporter signal; activation, % at 9 µM; NIH3T3-HGL HSF-1 luciferase reporter, MG132, 8 h; 100% = twice DMSO control signal; 300,000 compounds, 1.7% hits; AID 504408;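 active = mean replicate activation of at least 50% with a set share of replicates each reaching 50%; inconclusive = only one of those two conditions met; inactive = mean below 50% and too few replicates reaching it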;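 also: 0% = median of the neutral control wells and 100% = twice that signal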
# IEC-6 tox – IEC-6 cytotoxicity, counter-screen for KLF5 inhibitors; inhibition, % at 5 µM; AID 1825; luminescence viability; 290,000 compounds, 0.78% hits; in the data active = inhibition above about 22%;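 also: 0% = plate median of test compound wells and 100% = cytotoxic reference compound wells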
# AI-2 QS modul – modulates the Vibrio harveyi AI-2 quorum sensing system | activity change, % at 7.5 µM | 300,000 compounds, 0.4% hits | Vibrio harveyi JMH597 AI-2 luminescence/OD600 ratio, 9 h; hits give low values; strain lacks LuxN and CqsS sensors; 0 = neutral-control median | AID 2094; in the data active = activity change below about -75%, passing the limit was not always enough; inconclusive = no clear call, values can overlap the other calls;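 also: luminescence divided by OD600 gain over 9 h not by final OD600 alone; inactives centre near 13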
# KLF5 inh – suppresses KLF5 promoter-driven expression; AID 1700; DLD-1 KLF5 promoter-luciferase reporter, luminescence; inhibition, % at 5 µM; 290,000 compounds, 0.23% hits;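 active = inhibition above a per-plate limit of that plate's mean compound inhibition plus 3 SD, cut at about 60% in these data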;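 also: 0% = DMSO wells and 100% = LY294002 at 200 µM; higher means less KLF5 promoter-driven luciferase light; inactives centre near -14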
# PolyA inhibitor – blocks polyadenylation in yeast reporter cells | S. cerevisiae SKY197-pL101 polyadenylation reporter, beta-gal luminescence; efflux-impaired pdr1/pdr3 knockout yeast; score 100 = 6 SD above DMSO | calls only at 12 µM | 300,000 compounds, 0.02% hits;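 active = lowest replicate activity score at least 50, where 100 means six control SD above control mean; inconclusive = lowest score under 50 but half or more replicates reach 50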;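 also: yeast exposed to compound for 9 h at 30 °C; higher score means more reporter readthrough which indicates perturbed polyadenylation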
# GSK3A inh – human GSK-3 alpha kinase inhibition; 320,000 compounds, 0.1% hits; ADP-Glo luminescence, 60 min; AID 2650; inhibition, % at 10 µM;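 in the data active = inhibition above about 50%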;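 also: GST-tagged GSK-3 alpha with peptide substrate and 25 µM ATP; 0% = DMSO neutral wells and 100% = GW8510 positive control wells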
# Target sequence (P49840 whole entry, looked up): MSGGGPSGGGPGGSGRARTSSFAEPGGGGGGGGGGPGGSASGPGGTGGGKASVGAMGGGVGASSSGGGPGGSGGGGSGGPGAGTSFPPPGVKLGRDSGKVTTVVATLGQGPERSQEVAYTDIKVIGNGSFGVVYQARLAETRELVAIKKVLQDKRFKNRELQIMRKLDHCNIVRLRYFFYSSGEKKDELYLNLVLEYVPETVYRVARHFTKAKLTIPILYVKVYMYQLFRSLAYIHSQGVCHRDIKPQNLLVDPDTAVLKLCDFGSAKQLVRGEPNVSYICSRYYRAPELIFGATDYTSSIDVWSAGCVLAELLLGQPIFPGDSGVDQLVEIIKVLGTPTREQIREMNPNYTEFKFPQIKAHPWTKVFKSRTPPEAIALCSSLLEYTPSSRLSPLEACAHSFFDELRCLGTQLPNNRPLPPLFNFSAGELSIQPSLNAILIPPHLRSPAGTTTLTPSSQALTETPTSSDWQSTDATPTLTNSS
# HSF1 inh – HSF1 inhibition | NIH3T3-HGL HSE-luciferase, MG132-induced, luminescence 8 h; hits give low values | activity change, negative = inhibition, % at 7.5 µM (by protocol) | 300,000 compounds, 0.77% hits | AID 2098;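 active = more than half of replicate wells show activity change below -50%, luminescence cut by over half; inconclusive = some wells, but at most half, below -50%; inactive = no replicate well below -50%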;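 also: luciferase reports HSF-1 transcriptional activity via heat shock element; 0% = median of DMSO wells and -100% = zero luminescence signal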
# HSP90 inh – inhibitors of HSP90 luciferase refolding in rabbit reticulocyte lysate. AID 1789. luciferase refolding luminescence, 3 h. inhibition, % at 5.6 µM. 290,000 compounds, 0.91% hits;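 active = inhibition above the screen-wide mean plus 3 SD, computed separately per campaign, cut at about 16% in these data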;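 also: 0% = DMSO wells and 100% = 60 µM geldanamycin wells; inhibitors lower the luminescence because luciferase stays unfolded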
# aSyn 5UTR inh – 5' untranslated region of α-synuclein, MLPCN primary screen; AID 1813; 300,000 compounds, 0.82% hits; inhibition, % (tested at 7.5 µM); alpha-synuclein 5'UTR reporter, inhibitor activity; in the data active = inhibition above about 60%; inconclusive = no clear call, values can overlap the other calls;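 also: H4 neuroglioblastoma cells stably carrying SNCA 5'UTR luciferase fusion; 0% = DMSO wells and 100% = positive control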
# GSK3B inh – inhibitors of human GSK3beta kinase; GST-GSK3beta kinase, ADP-Glo luminescence, 60 min; hits give low values; activity score (negative = inhibition), % at 10 µM; 300,000 compounds, 0.038% hits; P49841;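 active = more than half of replicate wells score below -50%, meaning over 50% inhibition versus plate controls; inconclusive = some replicates but at most half score below -50%; inactive = no replicate scores below -50%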;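 also: 0% = median DMSO wells and -100% = median GW8510 positive control wells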
# Target sequence (P49841 whole entry, looked up): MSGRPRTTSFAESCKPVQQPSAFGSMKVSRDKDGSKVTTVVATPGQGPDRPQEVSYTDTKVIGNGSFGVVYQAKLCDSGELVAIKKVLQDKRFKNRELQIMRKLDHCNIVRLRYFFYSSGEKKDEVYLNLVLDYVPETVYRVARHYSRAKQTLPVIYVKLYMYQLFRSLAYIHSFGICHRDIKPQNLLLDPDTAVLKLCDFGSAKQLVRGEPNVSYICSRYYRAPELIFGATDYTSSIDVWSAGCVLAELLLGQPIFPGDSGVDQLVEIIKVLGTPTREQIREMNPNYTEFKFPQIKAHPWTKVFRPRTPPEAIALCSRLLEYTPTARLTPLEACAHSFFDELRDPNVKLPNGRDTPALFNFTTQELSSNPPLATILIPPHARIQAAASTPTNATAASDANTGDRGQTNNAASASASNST
#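 Test system: GST-fused GSK3beta enzyme, cell-free | Quantity: 1.6 ng GST-GSK3beta enzyme per well | Reagent: 25 µM ATP with peptide substrate | Schedule: 60 min enzyme reaction, room temperature | Signal: Luminescent ADP-Glo measurement of ADP formed | Read-out basis: Score relative to plate controls | Control set: DMSO and 20 µM GW8510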
# Starred values were filed as active, the others as inactive; i = inactive; ? = inconclusive; . = not tested or not shown. A portion of the library; count on the stated rates, not on these rows.
SMILES,HSF-1 act,IEC-6 tox,AI-2 QS modul,KLF5 inh,PolyA inhibitor,GSK3A inh,HSF1 inh,HSP90 inh,aSyn 5UTR inh,GSK3B inh
Cc1cc(C)c(S(=O)(=O)N(C)CC(=O)NC2CCCC2)c(C)c1,-18,-7,-1,-2,i,-4,-12,1,28,3
CCOC(=O)c1[nH]cnc1C(=O)Nc1ccncc1,7,-3,20,-26,i,26,5,-2,14,2
O=C(O)CSCC(=O)N1N=C2/C(=C/c3ccccc3)CCCC2C1c1ccccc1 (stereo unspecified),0,5,.,9,i,-4,-6,-2,13,.
O=C(CSc1nncn1-c1cccnc1)Nc1cccc(C(F)(F)F)c1,23,5,-18,-20,i,0,0,2,-20,-1
O=C1c2ccccc2-c2onc3ccc(N4CCCC4)c1c23,93*,17,27,-15,i,.,59,0,19,9
COc1ccc2oc(=O)cc(CN(C)Cc3ccccc3)c2c1,10,-4,5,-33,i,-1,-3,2,19,-2
COc1cccc(NC(=O)CN(C)C(=O)CN2C(=O)c3ccc([N+](=O)[O-])cc3C2=O)c1,28,.,28,.,i,-2,1,.,0,4
CS(=O)c1ccc(-n2c(=O)n(Cc3ccccc3)c(=O)c3[nH]cnc32)cc1 (stereo unspecified),-8,0,22,-10,i,-3,-9,-1,-2,-1
COC(=O)C1=C(C)N(CC2CC2)C(=O)N[C@H]1c1ccccc1,0,.,21,.,i,-1,2,.,6,-3
CCOC(=O)C1(Cc2ccccc2C)CCCN(C(=O)CCC(=O)OC)C1 (stereo unspecified),-3,-7,15,-7,i,-1,1,3,-6,1
C[C@@H]1CC2OC(=O)[C@@]3(C)C(=O)CC[C@@](C)(C23)[C@@]1(O)CCc1ccoc1 (stereo partly specified),-10,0,21,-13,i,-1,-5,0,-1,1
C=CCNC(=O)c1cccc(C(F)(F)F)c1,1,-1,5,-6,i,-1,-9,-1,10,-1
COc1ccc(C2CC(c3ccccc3)Nc3ncnn32)cc1 (stereo unspecified),-5,-1,1,-27,i,1,-6,3,-11,-4
CC(=O)Nc1nc(SCCCc2ccccc2)n[nH]1,14,2,31,5,i,-2,-1,-4,0,1
COc1ccc(S(=O)(=O)NCC2CCCO2)c(Cl)c1Cl (stereo unspecified),12,6,6,-9,i,-8,-4,2,-8,1
O=C(N=C1SCC(=O)N1c1ccccc1Cl)c1ccccc1,4,3,31,-51,i,.,17,-4,-210,-3
CC1=C(C(=O)N2CCCC(C(=O)c3cccc(C(F)(F)F)c3)C2)OCCO1 (stereo unspecified),2,0,9,18,i,0,-7,0,6,-22
CN(C)S(=O)(=O)c1ccc(Cl)c(C(=O)NC2CCN(Cc3ccccc3)C2)c1 (stereo unspecified),13,4,11,-28,i,-2,0,0,-8,1
CCOc1cc(N2CCOCC2)c(OCC)cc1NC(=O)COC(=O)[C@H](Cc1c[nH]c2ccccc12)NC(C)=O,-1,-4,10,-23,i,-1,-6,-1,-10,0
COc1ccc(-c2c(-c3ccsc3)oc3ccc(N4CCOCC4)cc23)cc1,-7,.,16,.,i,-6,-3,.,6,0
CCC(=O)Nc1cccc(-n2nnnc2SCC(=O)N2CCCCC2)c1,16,-14,8,-31,i,0,14,-3,-49,1
COc1ccccc1NC(NC(=O)c1ccccn1)C(Cl)(Cl)Cl (stereo unspecified),4,6,12,-8,i,-1,-3,-7,-35,2
Cc1ccc([N+](=O)[O-])cc1NC(=O)Nc1ccc(S(N)(=O)=O)cc1,14,4,6,-21,i,2,0,4,1,-4
O=C(NCC1COc2ccccc2O1)c1ccccc1 (stereo unspecified),29,3,15,-133,i,4,16,-2,-137,-2
O=C(O)CN=C(NS(=O)(=O)c1ccccc1)c1ccccc1,5,2,4,-22,i,1,-2,-1,-8,0
COc1ccc(CN=CC2=C(O)CC(C)(C)CC2=O)cc1,6,-4,-80*,-18,i,-3,4,-1,-3,-3
Cc1cccc(NC2=C(NC(=O)c3ccccc3)C(=O)c3ccccc3C2=O)c1,36,8,22,-14,i,8,12,6,-102,-3
C=CCN(CC=C)S(=O)(=O)c1ccc(C(=O)Nc2nnc(CSC)o2)cc1,23,2,60,-6,i,-2,-4,0,0,1
Cc1ccc(S(=O)(=O)N2CCC(=O)N(C(COCc3ccc(Cl)cc3)Cc3ccccc3)CC2)cc1 (stereo unspecified),1,-2,31,-30,i,.,4,0,43,1
CC(=O)NCCc1nc2ccccc2n1CCOc1cccc(C)c1,41,-7,1,-15,i,0,15,-3,8,1
Cc1ccccc1NC(=O)C1CCN(c2cc(-c3ccccc3)nc3ncnn23)CC1,5,5,14,4,i,-4,-7,1,-5,3
CCOc1ccccc1NC(=O)/C(C#N)=C/c1c(C)nn(-c2ccc(F)cc2)c1Cl,19,4,-3,-20,i,.,-3,-1,-18,1
CCOc1ccccc1N1CC(C(=O)N2CCc3ccccc3C2)CC1=O (stereo unspecified),15,-2,13,-25,i,-1,-1,4,11,2
COc1ccc(NC(=O)CCN2C(=O)c3cccc([N+](=O)[O-])c3C2=O)cc1,-37,0,.,-10,i,-4,-19,3,-1,.
CC(C)(CC(=O)O)CC(=O)Nc1ccc(Oc2ccc(C(C)(C)C)cc2)nc1,2,-8,22,-32,i,-5,7,-2,-8,2
CCOC(=O)c1ccc(NC(=O)c2ccccc2[N+](=O)[O-])cc1,8,7,-8,-58,i,-1,-2,3,-76,3
CNCCOc1nc(N2CCOCC2)nc(C)c1[N+](=O)[O-],-3,0,2,-9,i,-1,-5,1,-2,-5
COc1ccccc1C(=O)NC(=O)COC(=O)C1(C)CC1(Cl)Cl (stereo unspecified),1,.,13,.,i,1,0,.,-2,-1
O=C(N/N=C/c1c(F)c(F)c(F)c(F)c1F)c1cc(-c2ccccc2)nc2ccccc12,-9,-2,-2,-28,i,0,2,-3,0,-2
Cc1ccc(NS(=O)(=O)c2ccc(Cl)c(NC(=S)NC(=O)C3CCCCC3)c2)cc1Cl,11,0,4,-3,i,-3,11,2,3,1
Cn1c(=O)cc(N2CCN(C(=O)c3ccco3)CC2)[nH]c1=O,-19,-2,19,-57,i,-1,-1,1,8,1
Cc1ccc(N(CC(=O)NC(C)(C)C)C(=O)CCC(=O)Nc2nccs2)c(C)c1,-5,-4,12,-18,.,-1,-5,3,-6,1
COc1ccc(NC(=O)CCSCCc2ccccn2)cc1OC,-12,5,15,-13,i,-4,0,-1,-6,1
CCn1cc(CN2CCN(Cc3ccc(OC)c(C)c3C)C(CCO)C2)c(C)n1 (stereo unspecified),-4,2,13,0,i,0,-4,1,-5,0
COc1cccc(NC(=S)N(CCN(C)C)C(C)c2ccco2)c1 (stereo unspecified),11,1,17,-26,i,-2,5,0,-4,-6

# Sorted by length of the SMILES (high to low): part of the list above
SMILES,HSF-1 act,IEC-6 tox,AI-2 QS modul,KLF5 inh,PolyA inhibitor,GSK3A inh,HSF1 inh,HSP90 inh,aSyn 5UTR inh,GSK3B inh
CNCCOc1nc(N2CCOCC2)nc(C)c1[N+](=O)[O-],-3,0,2,-9,i,-1,-5,1,-2,-5
COc1ccc2oc(=O)cc(CN(C)Cc3ccccc3)c2c1,10,-4,5,-33,i,-1,-3,2,19,-2
COc1ccc(C2CC(c3ccccc3)Nc3ncnn32)cc1 (stereo unspecified),-5,-1,1,-27,i,1,-6,3,-11,-4

# Reprinted at random: 5 compounds from above, in no set order.
SMILES,HSF-1 act,IEC-6 tox,AI-2 QS modul,KLF5 inh,PolyA inhibitor,GSK3A inh,HSF1 inh,HSP90 inh,aSyn 5UTR inh,GSK3B inh
CCOc1ccccc1NC(=O)/C(C#N)=C/c1c(C)nn(-c2ccc(F)cc2)c1Cl,19,4,-3,-20,i,.,-3,-1,-18,1
CCn1cc(CN2CCN(Cc3ccc(OC)c(C)c3C)C(CCO)C2)c(C)n1 (stereo unspecified),-4,2,13,0,i,0,-4,1,-5,0
O=C(N/N=C/c1c(F)c(F)c(F)c(F)c1F)c1cc(-c2ccccc2)nc2ccccc12,-9,-2,-2,-28,i,0,2,-3,0,-2
Cc1ccccc1NC(=O)C1CCN(c2cc(-c3ccccc3)nc3ncnn23)CC1,5,5,14,4,i,-4,-7,1,-5,3
CNCCOc1nc(N2CCOCC2)nc(C)c1[N+](=O)[O-],-3,0,2,-9,i,-1,-5,1,-2,-5

# Full records as entered above:
# COc1ccccc1C(=O)NC(=O)COC(=O)C1(C)CC1(Cl)Cl (stereo unspecified) is listed with HSF-1 act: 1; IEC-6 tox: .; AI-2 QS modul: 13; KLF5 inh: .; PolyA inhibitor: i; GSK3A inh: 1; HSF1 inh: 0; HSP90 inh: .; aSyn 5UTR inh: -2; GSK3B inh: -1
# O=C(N/N=C/c1c(F)c(F)c(F)c(F)c1F)c1cc(-c2ccccc2)nc2ccccc12 is listed with HSF-1 act: -9; IEC-6 tox: -2; AI-2 QS modul: -2; KLF5 inh: -28; PolyA inhibitor: i; GSK3A inh: 0; HSF1 inh: 2; HSP90 inh: -3; aSyn 5UTR inh: 0; GSK3B inh: -2

# (continued)
SMILES,HSF-1 act,IEC-6 tox,AI-2 QS modul,KLF5 inh,PolyA inhibitor,GSK3A inh,HSF1 inh,HSP90 inh,aSyn 5UTR inh,GSK3B inh
COc1ccc(-c2cc(=O)oc3cc(OCC(=O)c4cccc([N+](=O)[O-])c4)ccc23)cc1,-5,-4,28,-23,i,.,-5,4,25,-1
O=C(NCc1ccco1)Nc1ccc2snnc2c1,4,5,?,-30,i,3,5,5,-1,0
COc1ccccc1C1CC(c2ccc(C)cc2)Nc2ncnn21 (stereo unspecified),-14,3,10,-9,i,-2,-9,2,-8,1
O=C(N/N=C/c1ccco1)c1cccc(NC(=O)c2ccccc2Cl)c1,7,0,39,-38,i,5,12,1,-9,-6
CCOC(=O)c1c(NCc2ccc3c(c2)OCO3)c2ccccc2[nH]c1=O,.,-2,.,-13,.,0,.,1,.,.
CC(=O)Nc1ccc2nc(CN3CCC(CO)(CCc4ccccc4)CC3)ccc2c1,5,-1,4,-20,i,-3,6,2,-5,1
O=C1[C@H]2[C@@H](C(=O)N1c1cc(Cl)cc(Cl)c1)[C@]1(C(=O)Nc3ccccc31)N1CCC[C@@H]21,11,-4,23,-21,i,-3,7,-2,-10,0
NC(=O)NNc1cccc(Cl)n1,14,3,17,-24,i,-2,-2,4,-4,-5
